# TRb-SRC2 inh – TRbeta-SRC2 interaction inhibition. P10828. TRbeta-SRC2 peptide binding, fluorescence polarization; receptor liganded with 1 µM T3. Potency, µM (doses to about 106 µM), for inactives: at the top dose activity change, negative = inhibition, actives largely listed as inhibitors. hit rate 0.065% among 280,000. AID 1469;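 further: plate controls were bound peptide for no effect and peptide without receptor for full effect; nearly all actives have a fitted effect of over 50% in size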
# Target sequence (P10828 whole entry, looked up): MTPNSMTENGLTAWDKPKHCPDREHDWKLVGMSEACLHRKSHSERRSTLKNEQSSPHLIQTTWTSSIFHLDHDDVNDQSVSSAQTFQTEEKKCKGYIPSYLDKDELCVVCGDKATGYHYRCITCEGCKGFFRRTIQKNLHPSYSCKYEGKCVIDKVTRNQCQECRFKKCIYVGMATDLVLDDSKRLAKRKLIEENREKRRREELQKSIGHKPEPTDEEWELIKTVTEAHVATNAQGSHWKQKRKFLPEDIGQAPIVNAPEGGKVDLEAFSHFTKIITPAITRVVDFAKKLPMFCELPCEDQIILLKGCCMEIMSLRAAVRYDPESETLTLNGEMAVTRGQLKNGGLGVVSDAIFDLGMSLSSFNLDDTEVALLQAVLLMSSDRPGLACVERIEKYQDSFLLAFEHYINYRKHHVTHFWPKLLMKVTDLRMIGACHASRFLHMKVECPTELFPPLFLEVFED
#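 Each compound concentration gave % activity, normalized to unbound and bound Texas Red SRC2 controls, from polarization read after 5 hr ambient incubation with T3-loaded human TRb LBD.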
# TR SRC2 fluor cs – counter-screen for TRb-SRC2 inhibitors: fluorescence interference; TRb/SRC2 Texas Red total fluorescence interference; Potency, µM (top dose mostly 106 µM), for inactives: at the highest dose fluorescence change, negative = quenching; hit rate 0.29% among 280,000; active means well fitted curve in either direction with a large enough effect; inconclusive means small, poorly fitted or top-dose-only effect; further: on the % scale 0 is the no-effect control and ±100 the full control effect
#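 Human TRβ ligand-binding domain (0.6 uM) and Texas Red SRC2 peptide (20 nM) in Tris buffer with 1 uM T3 and 5% DMSO were incubated with pinned compound for 5 hr at ambient temperature. Total fluorescence was computed as S + 2P (555/632 nm).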
# KDM4E inh – JMJD2E (human) inhibition. B2RXH2. JMJD2E catalytic domain, FDH-coupled NADH fluorescence (FDH is formaldehyde dehydrogenase). Potency, µM (series often up to 57.1 µM), without a hit: at the highest dose activity change, negative = inhibition, hits mostly inhibitors. hit rate 1.6% among 230,000; active means well fitted inhibition curve with a large enough effect, not every such curve was filed as active; inconclusive means small, poorly fitted or top-dose-only effect, or another doubt; inactive means no such curve, though single readings can be large or run the other way;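 further: 0% = wells with enzyme and -100% = buffer wells without enzyme; nearly all actives have a fitted effect of over 50% in size; many of its hits are not listed in these tables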
# Target sequence (B2RXH2 1-337 limits assumed): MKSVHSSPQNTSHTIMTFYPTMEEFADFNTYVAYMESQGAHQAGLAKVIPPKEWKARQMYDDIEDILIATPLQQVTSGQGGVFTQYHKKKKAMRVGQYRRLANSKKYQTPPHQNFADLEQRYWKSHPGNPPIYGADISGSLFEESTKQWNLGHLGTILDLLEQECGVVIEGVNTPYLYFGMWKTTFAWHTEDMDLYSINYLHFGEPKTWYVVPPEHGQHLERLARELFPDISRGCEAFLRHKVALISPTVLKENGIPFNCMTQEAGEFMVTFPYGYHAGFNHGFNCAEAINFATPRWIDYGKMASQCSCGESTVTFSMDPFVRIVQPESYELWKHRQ
# RECQ1 helicase – blocks DNA unwinding by human RECQ1; Potency, µM (doses to about 57.3 µM), for inactives: at the top dose activity, negative = inhibition, usual class: inhibitors; RECQ1 DNA unwinding, red fluorescence kinetic read; hit rate 0.54% among 240,000;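 further: plate controls were vehicle for no effect and no enzyme for full effect; nearly all actives have a fitted effect of over 30% in size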
#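 RECQ1T1 50 nM; forked duplex (20 bp + 30-nt ss tails) 200 nM, ATP 2 mM final; pH 8.0, 2 mM MgCl2, 2.5 ug/ml poly(dI-dC); 15 min compound preincubation; discontinuous kinetic read over 2 h at RT.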
# RGS12 GoLoco inh – inhibitors of human Gai1-RGS12 GoLoco interaction (red fluorophore). P63096. AID 880. hit rate 0.44% among 230,000. Gai1:RGS12 GoLoco peptide FP, rhodamine, 10 min. Potency, µM (highest dose often 61.6 µM), for inactives: at the top dose activity, negative = inhibition, most hits filed as inhibitors; active means well fitted inhibition curve with a large enough effect, not every such curve was filed as active; inactive means no such curve, though single readings can be large or run the other way; further: on the % scale 0 is the no-effect control and ±100 the full control effect; nearly all actives have a fitted effect of over 30% in size; many of its hits are not listed in these tables
# LMNA splice mod – LMNA splicing modulation; HeLa LMNA splicing GFP/RFP minigene ratio, 48 h; Potency, µM (series often up to 46.1 µM), inactives show top-dose ratio change, negative = inhibition, actives largely listed as inhibitors; hit rate 0.01% among 200,000; AID 1487; active means well fitted inhibition curve with a large enough effect in the signal ratio, with a control signal flat, not every such curve was filed as active; inconclusive means small, poorly fitted or top-dose-only effect, or effect the other way, or a change in a side signal; the % refers to the signal ratio; further: on the % scale 0 is the no-effect control and ±100 the full control effect
#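 S3 HeLa stable clones carrying a lamin A-EGFP splicing minigene plus DsRed2 were seeded at 600 cells/well in Opti-MEM with 2% FBS, pin-dosed and incubated 48 h at 37°C. Acumen cytometry (488 nm) gave the GFP/RFP total-intensity ratio.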
# SMN2 splice enh – increases expression of the SMN2 splice variant; HEK293 SMN2-luciferase splicing reporter, luminescence, 30-36 h; Potency, µM (highest dose often 46.1 µM), inactives show top-dose activity change, positive = activation, most hits filed as activators; hit rate 2.8% among 210,000; further: % of control where 0% means no effect; nearly all actives have a fitted effect of over 55% in size
#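 HEK293 cells carry an SMN2 […]–luciferase reporter in which exon 7 inclusion puts luciferase in frame. Cells were plated 10-12 h before compound addition, then incubated 30-36 h at 37C. ONE-Glo luminescence was read; sodium butyrate at 4.5 mM final served as control.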
# ALDH1A1 inh – inhibitors of human aldehyde dehydrogenase 1A1 | AID 1030 | hit rate 7.3% among 220,000 | P00352 | Potency, µM (top dose mostly 75.3 µM), for inactives: at the highest dose activity, negative = inhibition, usual class: inhibitors | Purified ALDH1A1, NADH fluorescence, propionaldehyde substrate; active means well fitted inhibition curve with a large enough effect, not every such curve was filed as active; inconclusive means small, poorly fitted or top-dose-only effect, or another doubt; inactive means no such curve, though single readings can be large or run the other way;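 further: plate controls were no enzyme wells and a reference inhibitor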
# * hit, by the source's call; i = inactive; ? = inconclusive; · = no result given; & = joins results of further samples; [ ] = remark or other dose. Unless noted, the call rests on the fitted dose curve; in most records, active means well fitted curve in the direction sought with a large enough effect; inconclusive means small, poorly fitted or top-dose-only effect, or another doubt; inactive means no such curve, though single readings can be large; an effect the other way counts as inactive or inconclusive. Potency means the concentration at half of the fitted maximal effect. An excerpt (hit frequency here may not be typical).
# Sample of the layout, 5 compounds:
SMILES,TRb-SRC2 inh,TR SRC2 fluor cs,KDM4E inh,RECQ1 helicase,RGS12 GoLoco inh,LMNA splice mod,SMN2 splice enh,ALDH1A1 inh
COc1ccc(Nc2cc(C(=O)N3CCc4ccccc4C3)c3ccccc3n2)c(OC)c1,1%,1%,-21%,-17%,8%,?,-9%,-8%
CN(C)S(=O)(=O)c1cc(NC(=O)CN2CCNC(=O)C2)ccc1Cl,4%,1%,11%,7%,-16%,-5%,18%,?
O=C(CSC1=NCCS1)NCc1ccco1,-4%,4%,1%,-3%,10%,?,1%,-8%
COCCn1c(N2CCN(c3ccccc3)CC2)nc2c1c(=O)n(C)c(=O)n2C,4%[53 µM],0%[53 µM],-2%,i,9%,19%[46 µM],·,13%
Cc1ccc2c(c1)N(CC(=O)Nc1ccc3c(c1)OCCO3)C(=O)CO2,5%,-7%,-3%,-15%,0%,-5%,-15%,3%

# The whole of this part, previewed entries included:
SMILES,TRb-SRC2 inh,TR SRC2 fluor cs,KDM4E inh,RECQ1 helicase,RGS12 GoLoco inh,LMNA splice mod,SMN2 splice enh,ALDH1A1 inh
COc1ccc(Nc2cc(C(=O)N3CCc4ccccc4C3)c3ccccc3n2)c(OC)c1,1%,1%,-21%,-17%,8%,?,-9%,-8%
CN(C)S(=O)(=O)c1cc(NC(=O)CN2CCNC(=O)C2)ccc1Cl,4%,1%,11%,7%,-16%,-5%,18%,?
O=C(CSC1=NCCS1)NCc1ccco1,-4%,4%,1%,-3%,10%,?,1%,-8%
COCCn1c(N2CCN(c3ccccc3)CC2)nc2c1c(=O)n(C)c(=O)n2C,4%[53 µM],0%[53 µM],-2%,i,9%,19%[46 µM],·,13%
Cc1ccc2c(c1)N(CC(=O)Nc1ccc3c(c1)OCCO3)C(=O)CO2,5%,-7%,-3%,-15%,0%,-5%,-15%,3%
CCS(=O)(=O)c1ccc(O)c(NC(=O)/C=C/c2ccccc2)c1,3%,-2%,1%,-29%,12%,4%[46 µM],·,?
COc1ccc2c(c1)-c1nc(NC(=O)c3cccs3)sc1CC2,-8%,-4%,-27%,i,7%,?,4%,?
COc1cc(OC)cc(C(=O)NC(=S)Nc2ccc(NC(=O)c3ccco3)cc2)c1,2%,-4%,5%,i,-4%,0%,-27%,?
COc1ccc(C(CNC(=O)CN2C(=O)NC3(CC(C)CC(C)(C)C3)C2=O)N2CCOCC2)cc1 (stereo not given),3%,1%,4%,-12%,7%,7%,66%,2%
O=C(NCCC1=CCCCC1)C1CCN(S(=O)(=O)c2cccc3nsnc23)CC1,-2%,0%,?,2%,-5%,-10%,-4%,5%
O=C(c1cc2n(n1)C(C(F)(F)F)CC(c1ccc(Cl)cc1)N2)N1CCCC1 (stereo not given),11%,-3%,0%,3%,-24%,5%,-5%,-5%
O=C(Nc1ccc([N+](=O)[O-])cn1)c1cc(-c2cccc(Cl)c2)nc2ccccc12,-5%,-1%,-3%,0%,9%,-3%,1%,-7%
CC(C)Oc1ccc(C(=O)NCc2cccs2)cc1,2%,1%,-2%,-2%,5%,-1%,22%,3%
CCCOP(=O)(OCCC)c1c([N+](=O)[O-])cc(C(F)(F)F)cc1[N+](=O)[O-],-9%,-1%,4%,-2%,-6%,?,-2%,6%
Cc1ccc(NC(=O)/C(Cl)=C\c2ccccc2)cc1,0%,-4%,7%,-10%,18%,?,2%,4µM*
COc1ccc(Nc2ncc(C(=O)N3CCN(c4ccc(F)cc4)CC3)c3ccccc23)cc1,7%&-1%,-2%&-1%,?,-20%,-1%,4%,-50%&-31%[inhibitor],-9%
Cc1ccc(-c2cc(C(F)(F)F)nc(SCC(=O)c3cccc([N+](=O)[O-])c3)n2)cc1,·,·,6%,-8%,7%,9%,-19%,-9%
COc1cc(-c2nc3ccccn3c2/N=C/c2ccc(F)cc2)ccc1O,-9%,-2%,?,1%,-7%,0%[46 µM],3%,?
CCOC(=O)c1c(NC(=S)Nc2ccc(Cl)cc2)sc(C)c1C,-1%,-1%,4%,-14%,15%,-1%,6%,-4%
CC(=O)N1CCN(c2c(F)c(F)c(C(F)(F)F)c(F)c2F)CC1,4%,-1%,0%,20%,13%,·,-34%[inhibitor],8%
CCOC(=O)N1CCN(C(=O)c2ccccc2NC(=O)c2ccc(Br)cc2)CC1,5%,1%,-7%,4%,6%,-13%,?,-6%
COc1cc(C(=O)NCCc2nc3ccccc3n2C)cc(OC)c1OC,-7%,-1%,-2%,-6%,4%,-5%,2%,8%
Cn1c(=O)n(-c2ccccc2)c(=O)c2c3c(sc21)COC(C)(C)C3,-5%,-2%,-2%,i,-2%,-1%,-9%,?
Cc1oc(-c2cccc3ccccc23)nc1CN1CCC[C@H]1CO,4%,-5%,?,-10%,12%,5%[46 µM],·,-2%
COc1ccc(C(=O)NCCCN2CCOCC2)cc1S(=O)(=O)N1CCCc2ccccc21,2%,-1%,-9%,40µM*,10%,·,-6%,-3%
COc1cc2c(cc1OC)CN(Cc1cc(=O)oc3c(C)c(C)ccc13)CC2,0%,1%,?,3%,·,?,·,?
O=C(NCc1ccc2c(c1)OCO2)c1cc2c(s1)CSC2,10%,-4%,-21%,-20%,5%,4%,0%,?
O=Cc1ccc(-c2cccc([N+](=O)[O-])c2)o1,6%,-4%,2%,-9%,5%,·,·,·
COc1ccc(S(=O)(=O)N2CCC(C(=O)Nc3nnc(CCN4CCCCC4)s3)CC2)cc1,-15%,2%,4%,i,-1%,-1%,-5%,-3%
CCN1CCCC1CNCC(O)COc1ccc(C(C)(C)C)cc1C (stereo not given),-8%,-2%,9%,i,2%,·,-8%,0%

# Full records from above. Order of values: TRb-SRC2 inh, TR SRC2 fluor cs, KDM4E inh, RECQ1 helicase, RGS12 GoLoco inh, LMNA splice mod, SMN2 splice enh, ALDH1A1 inh
# Shown for COc1ccc(C(=O)NCCCN2CCOCC2)cc1S(=O)(=O)N1CCCc2ccccc21 → 2%, -1%, -9%, 40µM*, 10%, ·, -6%, -3%
# Shown for Cc1ccc(-c2cc(C(F)(F)F)nc(SCC(=O)c3cccc([N+](=O)[O-])c3)n2)cc1 → ·, ·, 6%, -8%, 7%, 9%, -19%, -9%

# Next part:
SMILES,TRb-SRC2 inh,TR SRC2 fluor cs,KDM4E inh,RECQ1 helicase,RGS12 GoLoco inh,LMNA splice mod,SMN2 splice enh,ALDH1A1 inh
CCN(CCO)Cc1csc2ccc(Br)cc12,-9%,-7%,-3%,-2%,-13%,14%,-3%,6%
CCC(c1nnnn1C1CCCCC1)N1CCN(C2CCCC2)CC1 (stereo not given),-2%,-1%,-3%,i,-1%,11%,7%,-6%
Clc1ccc(-c2c[n+](Cc3cccc(Cl)c3)c3n2CCC3)cc1,2%,-2%,4%,-2%,4%,?,-23%,-5%
Cn1c(C(C#N)/C(=N\S(=O)(=O)c2cccs2)c2ccccc2)nc2ccccc21 (stereo not given),3%,0%,?,-7%,3%,3%,-3%,?
CCN(CC)S(=O)(=O)C1CCS(=O)(=O)C1 (stereo not given),-10%,1%,7%,i,11%,-2%,1%,8%
CCC(C)(C)NC(=O)C(c1ccccn1)N(C(=O)c1csnn1)c1ccc(C)c(C)c1 (stereo not given),6%,0%,-1%,-2%,2%,·,6%,-6%
C[C@H](CCC(=O)O)[C@H]1CC[C@H]2[C@@H]3[C@H](O)C[C@@H]4C[C@H](O)CC[C@]4(C)[C@H]3C[C@H](O)[C@]12C,-9%,-1%,·,-1%,-3%,·,-4%,-19%
COCCNS(=O)(=O)c1cccc2cccnc12,0%,-6%,4%,-4%,0%,-7%,10%,3%
Cc1c(C(=O)N/N=C/C(C)C)[nH]c2ccc([N+](=O)[O-])cc12,-1%,-32%,2%,-9%,10%,0%,-21%,14µM*
COc1ccc(-c2nc3c(c4c2C[C@H](c2ccccc2)OC4)CN(C(=O)Nc2cccc(C#N)c2)CC3)c(C)c1,-2%[11.2 µM],-3%[11.2 µM],0%[11.4 µM],i[11.5 µM],1%[14.2 µM],?,-37%[inhibitor][9.22 µM],?
Cc1cnc(CNc2cc(-c3ccc(N(C)C)cc3)ncn2)cn1,·,·,·,1%,22%,2%,·,?
CCCCCCNCC1OCc2ccccc2CO1,-7%,8%,4%,1%,0%,-13%,-12%,-2%
CCOC(=O)c1sc(Nc2nc(OC)cc(OC)n2)nc1C,0%,-5%,?,i,11%,·,·,?
Cc1ccc(S(=O)(=O)NC(=O)Nc2nnc(C)s2)cc1,-1%,2%,-1%,1%,-12%,3%,5%,2%
COc1ccc(C(=O)NC(=S)N2CCN(c3ccc([N+](=O)[O-])cc3)CC2)cc1,9%,2%,2%,0%,3%,?,-9%,-11%
CCCCC(=NCCc1c(C)[nH]c2ccc(OC)cc12)C1=C(O)CC(c2ccccc2)CC1=O (stereo not given),4%,1%,25µM*,-5%,5%,·,-50%[inhibitor],-13%
CC(C)NS(=O)(=O)c1ccc(OCC(=O)Nc2ccc3c(c2)OCO3)c(Cl)c1,-10%,-2%,1%,-2%,4%,-6%,-12%,20%
CCN(CC)S(=O)(=O)c1ccc(C)c(NC(=S)NC2CCCCC2)c1,-4%,-1%,-9%,-8%,8%,·,·,·
Cc1cc(C)n2c(SCC(=O)Nc3cc(C)on3)nnc2n1,6%,-4%,-3%,-4%,7%,-1%,-10%,?
O=C(NC(Cc1ccccc1)C(=O)N1CCN(c2ccccn2)CC1)c1ccco1 (stereo not given),2%,1%,?,-12%,13%,2%,?,-10%
Cc1cccc(-n2cnc(C(=O)NNC(=S)Nc3ccccc3)c2)n1,1%,-2%,?,i,9%,11%[46 µM],-18%,?
Nc1nc(COc2ccc3ccccc3c2)cs1,-6%,0%,3%,i,-7%,?,30%,-2%
COC(=O)CN1C(=S)N(C)C(=O)/C1=C/c1cccs1,6%,5%,?,i,9%,?,3%,15%

# Screens deposited in PubChem BioAssay by National Center for Advancing Translational Sciences (NCATS).
